Screens: PubChem, National Center for Advancing Translational Sciences (NCATS)
Rab9 promoter act: qHTS Assay for Rab9 Promoter Activators. actives 2.8% (n = 320,000). Huh7 Rab9 promoter-luciferase reporter, luminescence, 24 h. AID 485297, 2010. Potency, µM (titrated, usually from 9.22 µM), for the others: at the highest dose activation, negative = inhibition, actives largely listed as activators; also: % of control where 0% means no effect; nearly all actives have a fitted effect of over 60% in size
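Luminescence from Amplite-detected luciferase (10 minutes, ambient) reports Rab9 promoter activation. Before that, stable Rab9-luciferase Huh7 cells (1500/well, reduced-serum OP-MEM I plus 10% FBS) were exposed to compound for 24 hours at 37C.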
ELG1 genotoxic: qHTS screen for small molecules that induce genotoxicity in human embryonic kidney (HEK293T) cells expressing luciferase-tagged ELG1. Potency, µM (top dose mostly 46 µM), for inactives: at the highest dose activity change, positive = activation, actives largely listed as activators. HEK293T ELG1-luciferase reporter, luminescence, 16 h. actives 1.3% (n = 330,000). AID 504466, 2011; also: % of control where 0% means no effect; nearly all actives have a fitted effect of over 60% in size
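16 hr compound incubation (37 °C, 5% CO2) of HEK293T cells carrying luciferase-tagged ELG1; luciferase then measured by ONE-Glo luminescence after 30 min at RT.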
FLuc modulator: qHTS profiling assay for firefly luciferase inhibitor/activator using purifed enzyme and Km concentrations of substrates (counterscreen for miR-21 project); AID 588342, 2011; purified FLuc, Km substrates, luminescence inhibition; actives 6.9% (n = 360,000); Potency, µM (doses to about 57.5 µM), for the others: top-dose activity change, negative = inhibition, most hits filed as inhibitors;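 also: plate controls were vehicle for no effect and reference inhibitor for full effect; nearly all actives have a fitted effect of over 55% in size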
Target sequence (P08659 whole entry, looked up): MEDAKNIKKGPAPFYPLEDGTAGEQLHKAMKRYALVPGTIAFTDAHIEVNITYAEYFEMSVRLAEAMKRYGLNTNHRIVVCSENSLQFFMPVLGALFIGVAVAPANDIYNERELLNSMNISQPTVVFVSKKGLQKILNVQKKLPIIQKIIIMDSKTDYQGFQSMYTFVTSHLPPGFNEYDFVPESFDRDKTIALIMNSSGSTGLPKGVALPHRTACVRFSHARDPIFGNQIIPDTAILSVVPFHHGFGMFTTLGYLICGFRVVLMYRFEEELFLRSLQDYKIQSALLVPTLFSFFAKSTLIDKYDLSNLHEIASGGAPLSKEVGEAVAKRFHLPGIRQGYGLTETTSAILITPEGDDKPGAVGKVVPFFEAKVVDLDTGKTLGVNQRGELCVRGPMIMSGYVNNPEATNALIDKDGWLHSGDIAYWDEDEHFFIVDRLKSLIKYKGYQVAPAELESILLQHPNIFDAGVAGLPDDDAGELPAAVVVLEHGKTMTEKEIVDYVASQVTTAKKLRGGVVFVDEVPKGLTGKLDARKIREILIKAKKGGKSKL
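Biochemical qHTS of compounds, final roughly 60 µM downward over six points, against 10 nM purified firefly luciferase using Km concentrations of substrates (10 uM D-luciferin, 10 uM ATP) in Tris acetate pH 7.5 buffer; luminescence output.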
uPA generation: qHTS for Inhibitors of Cell Surface uPA Generation | cell surface uPA generation assay, qHTS | Potency, µM (highest dose often 38.3 µM), inactives show top-dose activity change, negative = inhibition, usual class: inhibitors | AID 540303, 2011 | actives 0.31% (n = 330,000); active = well fitted inhibition curve with a large enough effect; inconclusive = small, poorly fitted or top-dose-only effect; inactive = no such curve, though single readings can be large or run the other way; tested in mouse RAW 264.7 cells; also: % is scaled to controls: 0 for no effect and ±100 for the full control effect; nearly all actives have a fitted effect of over 55% in size
VP16 counter: VP16 counterscreen qHTS for inhibitors of ROR gamma transcriptional activity. actives 3.5% (n = 310,000). Drosophila S2 Gal4-VP16 UAS-luciferase, luminescence, 20 h. Potency, µM (titrated, usually from 53.6 µM), inactives show at the highest dose activity, negative = inhibition, usual class: inhibitors;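 also: Gal4-VP16 expression switched on by copper sulfate through the metallothionein promoter; % is scaled to controls: 0 for no effect and ±100 for the full control effect; nearly all actives have a fitted effect of over 50% in size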
MLL CXXC-DNA inh: qHTS Fluorescence Polarization Assay for Inhibitors of MLL CXXC domain - DNA interaction; Histone-lysine N-methyltransferase 2A (Homo sapiens), Q03164; MLL-CXXC / FITC-HOXA9 DNA fluorescence polarization; actives 0.037% (n = 290,000); Potency, µM (top dose mostly 115 µM), without a hit: at the top dose activity change, negative = inhibition, most hits filed as inhibitors; AID 2662, 2010; active = well fitted inhibition curve with a large enough effect in the polarisation, with a control signal flat, not every such curve was filed as active; inconclusive = small, poorly fitted or top-dose-only effect, or effect the other way, or a change in a side signal; inactive = no such curve, though single readings can be large or run the other way; the % refers to the polarisation
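Fluorescence polarization: 7 uM MLL-CXXC (stock) preincubated 5 min with compounds, then 50 nM fluorescein-HOX-A9 DNA (stock) added; 30 min ambient. Buffer 50 mM Tris-HCl pH 7.5, 50 mM NaCl, 1 mM DTT, 0.05% BSA.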
NPC1 promoter act: qHTS Assay for NPC1 Promoter Activators. Huh7 NPC1 promoter luciferase reporter, 24 h. actives 2.4% (n = 320,000). Potency, µM (titrated, usually from 9.22 µM), for inactives: at the top dose activation, usual class: activators. AID 485313, 2010;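 also: % of control where 0% means no effect; nearly all actives have a fitted effect of over 60% in size; reporter is driven by a mutant NPC1 promoter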
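Huh7 cells stably carrying NPC1 promoter–luciferase, plated in Opti-MEM with 10% FBS for 2 h, were exposed to compound in DMSO for 24 h at 37 °C; luciferase reagent was added for 10 min and luminescence read.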
p53 reactivator: qHTS assay for re-activators of p53 using a Luc reporter; H1299 p53-A138V BP100-luciferase reporter, luminescence, 24 h; Potency, µM (titrated, usually from 92.2 µM), for the others: top-dose activity change, positive = activation, actives largely listed as activators; actives 0.063% (n = 320,000); AID 504706, 2011; also: % of control where 0% means no effect; nearly all actives have a fitted effect of over 45% in size
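H1299 (p53-null), stable ts p53-A138V + BP100-Luc; 1000 cells/well, Opti-MEM/10% FBS; cpd 4 pt, 1:5; 24 h, 37 deg C, 5% CO2; detection reagent 10 min RT; luminescence.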
MBNL1-CUG inh: qHTS Assay for Inhibitors of MBNL1-poly(CUG) RNA binding | Muscleblind-like protein 1 (Homo sapiens), Q9NR56 | TR-FRET MBNL1-His/biotin-(CUG)12 binding, 665/545 ratio | Potency, µM (highest dose often 57.5 µM), for the others: top-dose activity change, negative = inhibition, actives largely listed as inhibitors | actives 0.036% (n = 280,000); active = well fitted inhibition curve with a large enough effect in the signal ratio, with a control signal flat, not every such curve was filed as active; inconclusive = small, poorly fitted or top-dose-only effect, or effect the other way, or a change in a side signal; inactive = no such curve, though single readings can be large or run the other way; the % refers to the signal ratio; also: % is scaled to controls: 0 for no effect and ±100 for the full control effect
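TR-FRET between His-tagged MBNL1 and biotin-(CUG)12 RNA, detected with Tb anti-His antibody (0.055 ng/ul) and streptavidin-XL665 (5 nM), 60 min at room temperature. Compounds titrated 92 nM to 58 uM; 665/545 nm ratio normalized to buffer and complex controls.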
BRCA1 expr act: qHTS Assay to Identify Small Molecule Activators of BRCA1 Expression | MCF7-BRCA1-FFLuc reporter, luminescence, 48 h; response scale: scaled: vehicle 0%, 10 µM genistein 100% | Potency, µM (top dose mostly 46.1 µM), without a hit: at the highest dose activation, actives largely listed as activators | actives 1.1% (n = 380,000) | AID 624202, 2012; also: nearly all actives have a fitted effect of over 80% in size; some results filed as inactive show a strong effect at the top dose
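First, MCF7-BRCA1-FFLuc cells (2000/well) attach for 2 h; next, compounds are pin-added and incubated 48 h at 37 °C; finally, luciferase reagent is added and luminescence read after 15 min.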
RORg inh: qHTS for inhibitors of ROR gamma transcriptional activity | Drosophila S2 Gal4-RORgamma UAS-luciferase reporter, 20 h | Potency, µM (series often up to 53.6 µM), without a hit: at the top dose activity change, negative = inhibition, most hits filed as inhibitors | AID 2551, 2010 | Nuclear receptor ROR-gamma (Mus musculus), P51450 | actives 5.4% (n = 310,000); also: % is scaled to controls: 0 for no effect and ±100 for the full control effect; nearly all actives have a fitted effect of over 60% in size
Target sequence (P51450 whole entry, looked up, the tested form may be a part): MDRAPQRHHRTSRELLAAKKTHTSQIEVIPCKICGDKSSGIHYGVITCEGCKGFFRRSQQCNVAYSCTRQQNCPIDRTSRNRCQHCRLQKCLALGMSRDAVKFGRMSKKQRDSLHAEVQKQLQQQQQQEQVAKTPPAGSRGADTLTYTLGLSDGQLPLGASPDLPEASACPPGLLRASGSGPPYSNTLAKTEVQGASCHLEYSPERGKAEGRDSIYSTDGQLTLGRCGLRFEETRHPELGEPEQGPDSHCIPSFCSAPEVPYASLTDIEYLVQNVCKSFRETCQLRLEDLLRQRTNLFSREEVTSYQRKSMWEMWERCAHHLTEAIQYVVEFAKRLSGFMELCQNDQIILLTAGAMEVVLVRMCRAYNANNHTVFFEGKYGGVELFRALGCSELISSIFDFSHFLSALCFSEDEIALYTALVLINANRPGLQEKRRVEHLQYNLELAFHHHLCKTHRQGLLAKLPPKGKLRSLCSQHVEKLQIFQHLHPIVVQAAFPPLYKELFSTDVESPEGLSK
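Drosophila S2 cells stably expressing Gal4-DBD/mouse RORγ fusion under metallothionein promoter plus UAS-luciferase; compound 1 h, then 700 uM CuSO4 induction for 20 h at ambient temperature; inhibition read as reduced luminescence.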
* marks the source's active call; other numbers are inactive results; ? = inconclusive; . = no result given; & = joins results of further samples; [ ] = another dose, or the depositor's remark. Unless noted, calls follow the shape of the dose curve; as a rule, active = well fitted curve in the direction sought with a large enough effect; inconclusive = small, poorly fitted or top-dose-only effect, or another doubt; inactive = no such curve, though single readings can be large; an effect the other way counts as inactive or inconclusive. Potency is read from the fitted curve at half-maximal effect.

SMILES | Rab9 promoter act | ELG1 genotoxic | FLuc modulator | uPA generation | VP16 counter | MLL CXXC-DNA inh | NPC1 promoter act | p53 reactivator | MBNL1-CUG inh | BRCA1 expr act | RORg inh
COc1cccc(N2C(=O)CC(N3CCN(CCN=CC4=C(O)CC(C)(C)CC4=O)CC3)C2=O)c1 (stereo not given) | -5.5% | -1.0% | -1.5% | -0.1% | -1.8% | 5.5% | -6.6% | 15.3% | -2.4% | 3.8% | ?
COCC1CCN(C(=O)C2CCC(=O)N(C3CCCC3)C2)CC1 (stereo not given) | 5.3% | 5.5% | -13.7% | 1.9% | -2.4% | 8.0% | -3.5% | ? | 0.5% | -1.1% | 9.1%
Cc1sc2ncnc(SCC(=O)N3CCOCC3)c2c1C | 0.0% | 4.5% | 1.4% | ? | . | . | -7.6% | -8.4% | . | 14.4% | .
CN(C(=O)CSc1nnc(NC2CCCCC2)s1)C1CCS(=O)(=O)C1 (stereo not given) | 3.3% | 3.1% | 1.6% | 0.6% | 3.9% | -3.5% | 0.3% | -5.5% | -6.2% | 4.9% | 5.5%
O=C1CN(C(=O)COc2c(F)c(F)cc(F)c2F)c2ccccc2N1 | 6.8% | 4.5% | 4.9% | 2.0% | 1.6% | -6.2% | -5.6% | -11.0% | -8.6% | -6.4% | 3.2%
CCc1nnc(NC(=O)C(C)N2C(=O)C3C4C=CC(C4)C3C2=O)s1 (stereo not given) | 2.8% | 1.4% | -0.8% | -1.8% | 0.2% | 10.1% | -1.6% | 10.7% | -12.3% | 5.7% | -1.4%
O=C1CCc2cc(S(=O)(=O)N3CCCC3C(=O)N3CCN(c4ccccc4F)CC3)ccc2N1 (stereo not given) | -6.1% | -2.4% | 0.3% | 14.8% | 0.9% | -6.2% | -3.7% | -0.8% | -8.2% | -0.7% | 12.6%
CCc1nnc(NC(=O)CCN2C(=O)/C(=C/c3cc(OC)c(OC)c(OC)c3)SC2=S)s1 | -3.7% | -0.1% | -2.0% | 4.4% | -10.9% | 81.7%[activator] | -4.6% | 6.0% | -3.0% | 17.1% | 28.5%
O=C(O)Cc1ccc(-c2ccccc2-c2ccccc2)cc1 | -3.8% | 9.4% | 1.6% | 5.5% | 5.2% | -3.7% | -2.2% | -7.9% | -24.0% | -6.8% | 32.3%
CCCSc1nc2sc3c(c2c(=O)[nH]1)CC(C)(CC)OC3 (stereo not given) | -7.6% | 1.7% | 0.6% | 1.4% | -7.7% | -6.4% | -3.9% | 0.4% | -0.2% | 10.8% | -0.2%
Cc1noc(C)c1CSc1nc2ccccc2[nH]1 | 0.2% | ? | -1.9% | -3.6% | 11.9% | 4.1% | -1.5% | 1.7% | -2.9% | 8.8% | -22.8%
CCN(CC)C(=O)c1cccc(NC(=O)CCc2nc3sc4c(c3c(=O)[nH]2)CCCC4)c1 | -2.4% | -6.2% | -1.4% | -4.0% | . | . | -2.3% | 0.4% | . | -20.5% | .
CC(C)Cc1nc2oc3c(=O)[nH]cnc3c2c2c1CCCC2 | -8.2% | -1.9% | -1.2% | -1.1% | 1.4% | -0.3% | -1.8% | 4.2% | -6.4% | -7.3% | -9.1%
CN(CC(=O)NCc1ccccc1Cl)CC(=O)Nc1ccccc1Br | 2.4% | -2.8% | . | -8.1% | . | . | 0.2% | -5.8% | . | -5.1% | .
CCOC(=O)N1CCN(Cc2c(O)ccc3ccccc23)CC1 | -6.1%[1.84 µM] | -0.1% | 3.3% | 3.4% | 8.2% | 88.8%[activator] | -2.7% | 0.3% | -6.3% | 5.1% | 2.1%
COc1ccc2oc(/C=C/N(C)C)c(C(=O)c3ccc(Cl)cc3)c2c1 | -1.7% | -5.6% | -0.1% | . | -7.6% | -20.5% | -2.1% | 27.0% | 5.0% | -15.3% | 16.7%
CC(C)(C)c1ccc(-c2csc(NNC3=NCCCCC3)n2)cc1 | -0.8% | ? | 15.1µM* | . | ? | 11.6% | 2.1% | 14.4% | 3.6% | 11.2% | 12.6µM*
O=C(Nc1nnc(C2CC2)s1)c1ccccn1 | 0.447µM* | ? | 10.7µM* | . | 4.47µM* | -19.0% | 1.12µM* | ? | 24.7% | -69.0%[inhibitor] | 1.12µM*
COc1ccc(/C=C/C(=O)C2(O)CCCCC2)cc1 | 1.1% | -5.5% | ? | -8.5% | 0.3% | -9.1% | 5.8% | 39.8µM* | 12.2% | 28.8% | 8.6%
CCc1cccc(NC(=O)C2CCCN2S(=O)(=O)c2ccc3c(c2)CC(C)N3C(C)=O)c1 (stereo not given) | 0.1% | -3.1% | -0.7% | -7.4% | -2.7% | . | -3.0% | 2.0% | -0.5% | -14.7% | -0.3%
CSCCC(NS(=O)(=O)c1ccc(Cl)cc1)C(=O)OCC(=O)NC1CC1 (stereo not given) | 1.3% | 1.6% | 0.9% | 5.1% | -2.1% | -3.4% | -1.9% | 8.0% | 2.2% | -0.3% | 13.5%
COc1ccc(N(CC2CO2)S(=O)(=O)c2ccc(C)cc2)cc1 (stereo not given) | 0.1% | 9.1% | -1.9% | 0.7% | 2.7% | -1.4% | -4.1% | 15.8% | -1.2% | -33.7% | 2.5%
O=C(Nc1ccccc1)C1CCN(c2nccs2)CC1 | -0.1% | -3.3% | -2.7% | 2.9% | -3.4% | 1.8% | -5.9% | ? | 19.2% | -7.1% | 24.6%
Cc1ccc(S(=O)(=O)c2cnc(-c3ccccc3)nc2Oc2ccccc2)cc1 | 3.8% | -1.5% | -0.7% | . | 5.4% | 3.7% | -4.2% | 6.8% | -1.5% | . | 10.7%
CCCn1c(C(O)c2ccc(OCC)cc2)nc2ccccc21 (stereo not given) | -1.5% | -2.8% | 4.4% | 4.7% | 0.1% | -1.4% | -2.9% | 0.4% | 2.9% | 0.0% | -25.6%
CCOC(=O)c1cc2sccc2n1CC(=O)N1CCCc2ccccc21 | ? | -13.6% | 5.5% | -7.3% | -2.1% | -6.0% | -0.9% | 7.9% | 2.7% | -6.1% | 9.1%
O=C1N/C(=N\N=C\c2cccs2)SC1Cc1ccc(Cl)cc1Cl (stereo not given) | -12.1% | 9.4% | -18.2% | -0.7% | 0.251µM* | 8.4% | -23.4% | 0.6% | 3.9% | -65.2% | 0.355µM*
c1ccc2ncccc2c1 | . | 1.1% | . | -7.5% | 3.5% | . | . | 8.1% | . | -1.3%&-5.6% | 1.7%
Cc1ccc2c(c1)N(C(=O)CCC(=O)N1CCN(c3ccccc3)CC1)CCO2 | -0.2% | -5.1% | -4.4% | -0.1% | 1.6% | . | -1.8% | 0.2% | 1.4% | 17.8% | 29.7%
CCOc1ccc(C2CC(c3cccc(Cl)c3)n3nc(N)nc3N2)cc1 (stereo not given) | -0.5% | 1.7% | -2.1% | 28.6% | -5.4% | 9.0% | 0.0% | -5.0% | -3.2% | 2.7% | 25.1%
CCN(C(=S)Nc1ccc(C(C)=O)cc1)C1CCCCC1 | ? | 6.8% | ? | -2.3% | -4.0% | 9.6% | -30.9%[inhibitor] | 2.1% | . | 56.3% | 10.0%
O=C(O)c1cnn(-c2ccccc2)c1-n1cccc1 | 1.3% | -0.4% | 2.4% | 2.1% | 11.4% | -2.7% | -2.0% | 11.1% | -6.6% | -5.8% | -57.9%
O=C(/C=C/c1ccc(Cl)cc1)Nc1ccc(Br)cn1 | 21.6% | 20.0% | -2.2% | 4.1% | -12.8%[10 µM] | 1.0% | 9.8% | -2.9% | 2.0% | 2.3% | -0.2%
COc1cccc(NC(=O)COC(=O)c2ccccc2C(=O)N(C)c2ccccc2)c1 | -5.1% | -2.3% | ? | 8.7% | . | . | 2.6% | 5.0% | . | -11.3% | .
COc1ccc(NS(=O)(=O)c2ccc(Br)cc2)cn1 | 1.8% | 0.5% | -0.5% | -3.1% | -8.1% | 0.0% | -1.3% | 0.3% | 20.8% | -12.2% | ?

Only part of the results is shown (hit frequency here may not be typical).
